Rin1 Abl inh: inhibitors of human Rin1-Abl protein interaction; TR-FRET Rin1/Abl binding, biochemical; P00519+Q13671; inhibition, % at 7.35 µM; 360,000 compounds, 0.4% hits; in the data active means inhibition above about 5%, passing the limit was not always enough
Neddylation inh: inhibitors of human cullin neddylation; P61081+Q13564; TR-FRET cullin neddylation, biochemical; calls only at 25 µM; 360,000 compounds, 0.58% hits; AID 651699; in the data active means inhibition above about 36%
CSN deneddyl inh: blocks human CSN-mediated cullin deneddylation | Q92905 | Purified CSN, SCF-Nedd8-OG deneddylation, fluorescence polarization | inhibition, % at 12.5 µM | 360,000 compounds, 0.38% hits | AID 651999;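 active means pattern-corrected inhibition above about 35%, with an unprinted fluorescence ratio check between 0.5 and 1.5, limit read from the data, passing the limit was not always enough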;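 further: 0% = enzyme with substrate and 100% = substrate without enzyme; some results filed as inactive read as strong as hits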
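Schedule: reaction 90 min, room temperature / Assay system: HEK293T-derived human Csn5 enzyme / Input: Csn5 at 0.24 nM final / Measure: inhibition of Csn5 cleavage, % / Control set: substrate-only high control, full reaction low control / Technique: fluorescence polarization of the substrate / Buffer or medium: Tris/NaCl/DTT buffer, pH 7.5 / Reagent: SCFSkp2-Nedd8OG substrate at 10 nM final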
MsrA inh: inhibitors of bovine MsrA; purified bovine MsrA, absorbance read-out; inhibition, % at 15.5 µM; 360,000 compounds, 0.75% hits; in the data active means inhibition above about 4.5%;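 further: 0% = vehicle wells with enzyme and 100% = reference inhibitor wells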
TbMetRS inhib: Trypanosoma brucei MetRS inhibition; purified T. brucei MetRS, ATP depletion, Kinase-Glo luminescence; inhibition, % at 11.9 µM; 360,000 compounds, 0.4% hits; AID 624268;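 active means inhibition above a per-plate cutoff of the control wells' mean inhibition plus 3 SD, cut at about 5.5% in these data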;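 further: 0% = DMSO wells median and 100% = median of wells with control inhibitor compound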
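System: purified T. brucei MetRS enzyme / Detection: Kinase-Glo luciferase luminescence reporting remaining unconsumed ATP / Medium: HEPES buffer with MgCl2, KCl, DTT, spermine, BSA, pyrophosphatase / Replication: singlicate, one well per compound / Evaluation: percent inhibition relative to median high and low control wells / Schedule: 2 h aminoacylation at 25 °C after 15 min preincubation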
PABP1 MLLE inh: inhibitors of microRNA-mediated deadenylation, human PABP1 MLLE binding; P11940; GST-MLLE / FITC-PAM2 fluorescence polarization; inhibition, % at 20 µM; 360,000 compounds, 0.36% hits; AID 588489; in the data active means inhibition above about 35%, passing the limit was not always enough;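 further: plate controls were DMSO wells with GST-MLLE for no effect and wells lacking GST-MLLE protein for full effect; some results filed as inactive read as strong as hits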
MsrA act: bovine methionine sulfoxide reductase A activation; purified bovine MsrA, absorbance read-out; activation, % at 10.6 µM; 360,000 compounds, 0.3% hits; AID 602163; in the data active means activation above about 7.5%;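 further: 0% = vehicle and 100% = reference activator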
FAS TE block: FAS thioesterase (human) inhibition | P49327 | inhibition, % at 15 µM | AID 602261 | 360,000 compounds, 0.67% hits | recombinant FAS-TE, OMFH fluorogenic substrate, fluorescence endpoint;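 active means compounds whose normalised, plate-corrected inhibition of enzyme fluorescence in the single-dose primary screen is 50% or more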;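 further: 0% = DMSO with enzyme and 100% = substrate without enzyme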
Target sequence (P49327 whole entry, looked up): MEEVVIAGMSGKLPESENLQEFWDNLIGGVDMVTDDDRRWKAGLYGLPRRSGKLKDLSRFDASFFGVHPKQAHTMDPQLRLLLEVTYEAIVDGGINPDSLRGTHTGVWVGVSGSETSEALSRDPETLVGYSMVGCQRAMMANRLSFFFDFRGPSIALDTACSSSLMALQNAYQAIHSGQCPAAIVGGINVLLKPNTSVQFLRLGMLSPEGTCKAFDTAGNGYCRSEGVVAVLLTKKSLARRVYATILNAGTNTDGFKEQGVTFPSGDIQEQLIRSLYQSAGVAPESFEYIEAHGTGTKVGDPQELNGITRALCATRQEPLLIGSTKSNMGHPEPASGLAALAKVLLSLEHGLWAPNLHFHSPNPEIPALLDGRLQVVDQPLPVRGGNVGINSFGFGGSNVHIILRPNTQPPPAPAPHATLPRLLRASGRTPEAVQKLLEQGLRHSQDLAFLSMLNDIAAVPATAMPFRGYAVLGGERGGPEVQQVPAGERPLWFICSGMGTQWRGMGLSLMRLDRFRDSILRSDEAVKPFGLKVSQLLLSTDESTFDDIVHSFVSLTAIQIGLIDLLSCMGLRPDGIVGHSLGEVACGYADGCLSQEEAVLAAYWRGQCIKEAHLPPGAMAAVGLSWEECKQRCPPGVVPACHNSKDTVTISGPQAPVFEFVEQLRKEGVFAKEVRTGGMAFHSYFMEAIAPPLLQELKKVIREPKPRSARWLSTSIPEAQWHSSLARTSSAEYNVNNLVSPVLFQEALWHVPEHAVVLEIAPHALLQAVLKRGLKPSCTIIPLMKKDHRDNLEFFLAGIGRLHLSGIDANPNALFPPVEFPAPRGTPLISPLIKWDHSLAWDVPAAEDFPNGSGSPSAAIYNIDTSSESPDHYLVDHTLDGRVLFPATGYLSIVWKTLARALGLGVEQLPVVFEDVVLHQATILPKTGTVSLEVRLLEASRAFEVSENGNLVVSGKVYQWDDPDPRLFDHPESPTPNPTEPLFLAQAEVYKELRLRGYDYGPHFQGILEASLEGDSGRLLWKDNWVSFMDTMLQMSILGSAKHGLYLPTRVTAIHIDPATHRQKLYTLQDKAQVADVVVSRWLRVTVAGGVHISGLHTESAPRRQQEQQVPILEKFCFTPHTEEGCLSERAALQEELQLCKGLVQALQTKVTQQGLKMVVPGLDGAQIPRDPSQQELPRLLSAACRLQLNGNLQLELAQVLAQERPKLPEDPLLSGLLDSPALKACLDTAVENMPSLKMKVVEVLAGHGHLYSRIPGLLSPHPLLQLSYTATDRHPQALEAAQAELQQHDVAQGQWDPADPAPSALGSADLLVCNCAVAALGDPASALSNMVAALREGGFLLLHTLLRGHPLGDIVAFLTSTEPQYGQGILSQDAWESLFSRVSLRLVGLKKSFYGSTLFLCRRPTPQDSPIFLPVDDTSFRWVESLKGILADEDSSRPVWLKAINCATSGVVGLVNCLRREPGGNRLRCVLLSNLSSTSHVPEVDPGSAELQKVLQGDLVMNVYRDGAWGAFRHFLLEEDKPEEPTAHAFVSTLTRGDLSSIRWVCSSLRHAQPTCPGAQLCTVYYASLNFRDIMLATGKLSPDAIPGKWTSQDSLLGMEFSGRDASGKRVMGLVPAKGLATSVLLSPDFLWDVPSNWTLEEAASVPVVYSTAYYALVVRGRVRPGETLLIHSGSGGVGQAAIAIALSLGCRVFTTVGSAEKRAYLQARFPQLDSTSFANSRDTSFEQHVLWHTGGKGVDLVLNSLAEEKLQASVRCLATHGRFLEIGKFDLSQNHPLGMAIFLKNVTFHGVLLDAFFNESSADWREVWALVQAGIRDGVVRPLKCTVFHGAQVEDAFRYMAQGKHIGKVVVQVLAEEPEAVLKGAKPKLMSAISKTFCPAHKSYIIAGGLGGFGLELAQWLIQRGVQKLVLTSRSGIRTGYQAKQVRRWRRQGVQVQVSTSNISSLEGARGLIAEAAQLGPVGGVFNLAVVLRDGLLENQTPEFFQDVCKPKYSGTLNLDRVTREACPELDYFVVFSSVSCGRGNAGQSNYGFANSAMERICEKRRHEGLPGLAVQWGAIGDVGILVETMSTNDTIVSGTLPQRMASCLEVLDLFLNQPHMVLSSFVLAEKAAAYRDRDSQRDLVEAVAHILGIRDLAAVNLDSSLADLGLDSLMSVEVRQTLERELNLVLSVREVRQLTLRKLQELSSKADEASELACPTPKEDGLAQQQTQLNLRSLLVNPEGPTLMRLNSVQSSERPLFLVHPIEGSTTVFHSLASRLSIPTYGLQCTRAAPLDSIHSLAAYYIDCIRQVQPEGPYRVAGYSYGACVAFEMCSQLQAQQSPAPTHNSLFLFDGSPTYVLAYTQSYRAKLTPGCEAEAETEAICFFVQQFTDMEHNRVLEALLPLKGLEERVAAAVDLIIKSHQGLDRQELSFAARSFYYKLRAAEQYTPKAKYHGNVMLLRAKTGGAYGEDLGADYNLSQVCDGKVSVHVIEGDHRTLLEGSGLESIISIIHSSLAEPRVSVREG
eLon inh: E. coli protease La inhibition; P0A9M0; purified E. coli Lon protease, fluorescence polarization; inhibition, % at 7.94 µM; 360,000 compounds, 0.42% hits; AID 602123; in the data active means inhibition above about 13%, passing the limit was not always enough;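 further: 0% = enzyme with probe and DMSO and 100% = no enzyme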
* marks the source's active call; other numbers are inactive results; i = inactive; nt = not tested or not shown. Hits appear at their usual frequency; overall some 4% were active at least once.

SMILES | Rin1 Abl inh | Neddylation inh | CSN deneddyl inh | MsrA inh | TbMetRS inhib | PABP1 MLLE inh | MsrA act | FAS TE block | eLon inh
CC(=C1C(=O)c2ccccc2C1=O)N1CCN(c2ccccn2)CC1 | 1.4 | i | -3.0 | 1.9 | -0.7 | 25.6 | -4.5 | -6.2 | -7.8
C/C(=N\N=C1\NC(=O)CC(C(=O)O)S1)c1ccc(F)cc1 (configuration not stated) | -4.5 | i | -14.1 | 0.5 | -1.1 | 17.5 | -4.3 | -11.4 | 2.1
Cc1ccc(NC(=O)C(=O)NCCCN2CC(C(=O)O)CC2=O)cc1 (configuration not stated) | 3.6 | i | -6.2 | 0.2 | 0.3 | 7.3 | 0.6 | -7.1 | 8.4
CCc1ccc(-c2cc(C)no2)cc1S(=O)(=O)N1CCN(c2ccc(C(C)=O)cc2)CC1 | 2.0 | i | -3.0 | 0.3 | -0.8 | 9.9 | -3.5 | 34.1 | 2.8
O=S(=O)(NCc1cccnc1)c1ccc2ccccc2c1 | -2.5 | i | 2.5 | 1.7 | -0.6 | 17.0 | 5.2 | -2.8 | -1.9
FC(F)(F)c1ccc(Cl)c(-n2c(-c3ccco3)n[nH]c2=S)c1 | -1.4 | i | 2.8 | 1.2 | 0.1 | -46.3 | 0.4 | -7.1 | 0.1
COc1ccc(N2CCN(CC(=O)Nc3ccccc3C(=O)NCc3ccccc3)CC2)cc1 | -2.5 | i | 0.9 | -0.8 | -0.1 | -10.6 | -12.0 | 15.2 | -1.1
Cc1c(CC(=O)N2CCN(C(=O)C3COc4ccccc4O3)CC2)c(=O)oc2c(C)c(O)ccc12 (configuration not stated) | -1.6 | nt | -3.5 | 2.3 | 0.0 | -3.0 | -6.4 | -3.9 | -3.0
CCOc1ccc(NC(=O)OCCN2CCN(CCc3ccccc3)C(C)C2)cc1 (configuration not stated) | 0.5 | i | 2.8 | -0.1 | -0.3 | 5.2 | -6.5 | -0.1 | 17.1
COc1ccc(OCCC(=O)OCC(=O)NC(=O)NC2CCCCC2)cc1 | 0.3 | i | -1.7 | 0.9 | -0.5 | 4.0 | -4.2 | 3.5 | -4.2
Cn1c(N)c(C(=O)CSc2nnc(C3CC3)n2N)c(=O)n(C)c1=O | 1.3 | i | 2.0 | -1.1 | 0.0 | -5.8 | -2.1 | -9.1 | -4.1
Cc1nn(Cc2ccc(F)cc2)c(C)c1NC(=O)c1noc2c1CCCCC2 | -0.5 | i | 0.3 | -0.6 | -1.2 | 7.3 | -8.4 | -1.0 | -3.2
COc1ccc(CN(C)CC(=O)Nc2cccc(S(N)(=O)=O)c2)c(OC)c1OC | -4.1 | i | -1.6 | 1.5 | -1.6 | 6.0 | -8.9 | -6.2 | -1.1
CC(C)NC(=O)C1(c2ccccc2)CC1(Cl)Cl (configuration not stated) | -1.1 | i | -4.2 | 0.3 | -0.9 | 3.4 | -4.3 | -10.7 | -1.8
O=C1CCCCCN1Cc1ccccc1 | -0.1 | i | 0.2 | 1.4 | 3.0 | -1.5 | -3.3 | -5.1 | -4.2
O=S(=O)(c1ccc(Cl)cc1)N1CCN(CCc2ccncc2)CC1 | 0.5 | i | 3.6 | -1.8 | -0.4 | -12.5 | -2.0 | -0.3 | 4.5
CN(Cc1ccccc1F)C(=O)COc1ccc(C(=O)c2ccccc2)cc1 | 4.7 | i | -0.4 | -0.2 | 0.1 | -14.7 | -1.9 | 5.8 | 4.0
CC(C)(C)Cc1nnc(NS(=O)(=O)Cc2ccccc2)s1 | 0.8 | i | 1.1 | -0.2 | -0.2 | 2.7 | -1.0 | -9.9 | -3.9
O=C(c1ccccc1-c1nc(-c2ccc(Cl)cc2)no1)N1CCCC1 | 2.4 | i | 1.3 | 1.0 | -0.2 | -1.5 | -0.2 | 4.5 | 5.4
COc1ccc(C(=O)Nc2cc3c(cc2N2CCOCC2)n(C)c(=O)n3C)cc1OC | 0.2 | i | -0.7 | nt | 0.6 | 5.6 | -3.1 | -3.9 | 6.3
CCOc1ccc(NC(=S)N2CCN(CCN3C(=O)c4cccc5cccc(c45)C3=O)CC2)cc1 | -2.3 | i | 12.2 | 0.7 | -0.3 | -127.3 | 3.7 | -5.1 | 2.8
O=C(NCc1ccon1)C1CCC(=O)N(CCc2cccc(F)c2)C1 (configuration not stated) | -1.2 | i | 0.4 | -0.4 | -0.7 | -2.5 | -7.5 | -2.4 | 6.9
CN(C)S(=O)(=O)c1ccc(N2CCCC2)c(C(=O)Nc2cccc(F)c2)c1 | 7.0 | i | 0.9 | nt | -0.4 | -4.7 | -6.1 | 27.5 | 4.6
C1CCC(Nc2nnnn2C2CCCCC2)CC1 | 0.6 | i | -4.7 | -1.1 | -0.2 | -2.7 | -5.1 | -5.0 | -2.4

Two of these compounds, set out differently:
| molecule | Rin1 Abl inh | Neddylation inh | CSN deneddyl inh | MsrA inh | TbMetRS inhib | PABP1 MLLE inh | MsrA act | FAS TE block | eLon inh |
| --- | --- | --- | --- | --- | --- | --- | --- | --- | --- |
| CCc1ccc(-c2cc(C)no2)cc1S(=O)(=O)N1CCN(c2ccc(C(C)=O)cc2)CC1 | 2.0 | i | -3.0 | 0.3 | -0.8 | 9.9 | -3.5 | 34.1 | 2.8 |
| O=S(=O)(NCc1cccnc1)c1ccc2ccccc2c1 | -2.5 | i | 2.5 | 1.7 | -0.6 | 17.0 | 5.2 | -2.8 | -1.9 |

Going on with the list.
SMILES | Rin1 Abl inh | Neddylation inh | CSN deneddyl inh | MsrA inh | TbMetRS inhib | PABP1 MLLE inh | MsrA act | FAS TE block | eLon inh
Cc1ccc(Nc2ccc(-n3ccnc3)nn2)cc1C | -4.9 | i | 1.6 | 1.0 | 0.3 | 1.7 | 1.2 | -1.7 | 7.8
N#Cc1c(-c2ccccc2)nc(SCC(=O)Nc2ccccc2)[nH]c1=O | -5.1 | i | -16.9 | 0.9 | -0.4 | 9.2 | -2.0 | -0.8 | -5.1
O=C(O)C1CSC(c2ccccc2Cl)N1C(=O)c1ccc(Cl)cc1 (configuration not stated) | -2.8 | i | 1.0 | -0.8 | -0.2 | 8.1 | -5.1 | -12.1 | -10.8
O=S(=O)(NCC(c1ccco1)N1CCOCC1)c1ccc(Cl)cc1 (configuration not stated) | 4.6 | i | 2.8 | 0.2 | -0.4 | -0.4 | 0.0 | -5.3 | -7.5
COc1cc(/C=C2/SC(=S)N(CC(=O)O)C2=O)ccc1OCC(=O)Nc1ccc(C)c(C)c1 | -0.5 | i | 29.8 | -0.7 | 0.2 | 9.6 | -4.0 | 3.0 | -9.4
O=C(O)c1cc(/C=C/c2ccc(N3CCOCC3)cc2)nc2ccccc12 | -2.4 | i | 11.4 | 4.2 | -2.6 | -47.6 | -3.7 | -3.6 | -14.2
O=C(NCCN1CCOCC1)c1ccc2c(c1)N(Cc1cccc(Cl)c1)C(=O)c1ccccc1S2(=O)=O | -4.0 | i | -1.8 | 0.3 | -0.2 | -11.4 | -2.0 | -1.0 | -6.4
COCCNC(=S)N(CCc1c(C)[nH]c2ccc(Cl)cc12)Cc1cccnc1 | -2.0 | i | 1.4 | 1.2 | 0.3 | -153.0 | -1.5 | 1.6 | 5.9
COC1CCN(C(=O)CC2C(=O)NCCN2CC2CCCCC2)CC1 (configuration not stated) | 0.7 | i | -2.9 | 0.0 | -0.1 | 6.6 | -3.5 | -2.9 | 5.9
CN(Cc1cccs1)C(=O)CCNS(=O)(=O)c1ccc(Br)cc1 | 0.4 | i | 0.4 | 0.2 | 1.4 | 3.4 | -2.4 | 4.0 | -3.5
CCCn1nc(NC(=O)c2ccco2)c2cc3ccccc3nc21 | -1.7 | nt | 2.1 | 0.2 | 0.3 | 8.0 | -0.4 | 3.3 | -0.1
CC/C(=N\NC(=O)CSc1ncccn1)c1ccc2c(c1)OCCO2 | -1.6 | i | -12.3 | 0.2 | -0.8 | 8.1 | -5.8 | -4.7 | -9.2
COc1ccc(NC(C)=O)cc1NC(C)C(=O)Nc1ccccc1F (configuration not stated) | 4.2 | i | -0.1 | 1.9 | 0.1 | 2.8 | -0.3 | -3.4 | -8.2
Cc1cc(-c2nc(-c3ccc(C(C)(C)C)cc3)no2)no1 | 3.7 | i | -1.7 | -0.9 | -0.3 | -2.0 | -0.3 | 8.4 | -7.2
NS(=O)(=O)c1ccc(NC(=O)COC(=O)COc2ccc(Br)cc2)cc1 | -4.2 | i | -0.1 | -0.8 | -0.1 | 6.2 | 1.9 | -3.1 | -3.3
N#Cc1ccc(NC(=O)CN2CCN(c3ccccn3)CC2)cc1 | 3.5 | i | 1.0 | -0.8 | -0.1 | 8.0 | -3.8 | -4.5 | -4.1
CCN(CC)C(=O)c1ccc2c(=O)n(CCOC)c(=S)[nH]c2c1 | -0.9 | i | -1.1 | 1.8 | 0.0 | -28.6 | -0.9 | -10.7 | -0.1
COc1ccc(C2(CNC(=O)c3cccs3)CCOCC2)cc1 | 2.9 | i | -1.0 | 0.1 | -0.7 | 5.4 | 3.2 | -1.5 | 3.7
COc1ccc(CN=C2NN=C(c3cccc(OC)c3)CS2)cc1 | 1.8 | i | 9.2 | 0.2 | 0.0 | -37.7 | -3.8 | 1.6 | -4.0
Cc1n[nH]c(C)c1CCCCOc1ccccc1 | 1.7 | i | -6.4 | 0.3 | -0.3 | 3.2 | -3.7 | -4.6 | -2.2
Fc1ccc2cnc(-c3ccccc3F)cc2c1 | -0.4 | i | -4.3 | -0.3 | -0.4 | -3.1 | -1.6 | 7.3 | 8.3
CC1CCc2c(C(=O)NCCCN3CCOCC3)csc2C1 (configuration not stated) | -2.6 | i | -0.5 | -1.3 | -0.4 | 5.3 | -1.1 | -1.0 | -5.5
Cc1ccc(NC(=O)CCNC(=O)Nc2ccccc2)cc1S(=O)(=O)N(C)C | 1.4 | i | 1.2 | -0.8 | 1.1 | -11.6 | -1.4 | -1.4 | -7.1
CC(CCc1ccccc1)NC(=O)C1CCN(c2nnc(-n3cccc3)s2)CC1 (configuration not stated) | -4.1 | i | -1.8 | 1.3 | 0.6 | -7.3 | -0.3 | -0.4 | -6.3
Cc1ccn2cc(C(=O)NC3CCN(Cc4ccccc4)CC3)nc2c1 | 5.3 | i | 0.2 | -0.9 | -1.1 | -0.8 | -6.8 | -7.3 | 3.1
CCN=c1scc(-c2ccco2)n1/N=C/c1ccc(O)cc1 | 4.4 | i | 2.9 | 2.1 | -0.4 | -13.1 | -0.7 | 5.6 | -9.6
Cc1nc(-c2ccc(S(=O)(=O)N3CCN(Cc4ccccc4)CC3)s2)cs1 | 3.8 | i | -3.9 | 0.9 | -0.4 | -10.3 | -1.8 | 36.7 | 2.6
CCOc1ccc(NC(=O)CCN2CCN(S(=O)(=O)c3ccc(OC)cc3)CC2)cc1 | 3.8 | i | 1.6 | -0.1 | -0.5 | 9.3 | -2.0 | 8.9 | -9.1
O=c1cc(CSc2ccccn2)[nH]c(=O)[nH]1 | 0.3 | i | -4.2 | -0.1 | -0.3 | -16.5 | -2.4 | -6.0 | 2.5
Nc1nc(NCc2ccco2)nc(N2CCOCC2)c1[N+](=O)[O-] | 2.0 | i | 0.6 | 3.2 | -0.5 | -2.9 | 0.3 | -1.6 | 0.8
Cc1cc2c(cc1C)NC(=O)CC(C(F)(F)C(F)(F)C(F)(F)F)=N2 | 3.3 | i | 2.0 | 0.9 | 0.0 | 3.7 | 1.5 | -1.1 | -0.7
CC1CCN(C(=S)NC2CC3CCC2C3)CC1 (configuration not stated) | -0.2 | i | -0.9 | 0.8 | -0.2 | -106.2 | -3.7 | -0.7 | -8.3
O=C(OCC(=O)N1CCOCC1)C(c1ccccc1)c1ccccc1 | 3.4 | i | 6.4 | 0.0 | -0.1 | -4.0 | 1.3 | -4.7 | -4.2

From PubChem
